Bioassay records: PubChem, National Center for Advancing Translational Sciences (NCATS)
G9a inh: inhibitors of human histone lysine methyltransferase G9a; 8.8% of 350,000 active; Q96KQ7; G9a H3K9 monomethylation, AlphaScreen, 2 h; Potency, µM (top dose mostly 102 µM), for inactives: at the highest dose activity, negative = inhibition, most hits filed as inhibitors; note: potency is the fitted concentration of half-maximal effect; % is set by controls: 0 for no effect and ±100 for the full control effect; nearly all actives have a fitted effect of over 75% in size
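Using a bead-based AlphaScreen, monomethylated H3K9 product from 2 h room-temperature reactions (G9a 20 nM, peptide 500 nM, SAM 20 uM) was detected with 0.5 ug/mL rabbit anti-H3K9me1 antibody.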
RGS4 inhibitor: blocks human RGS4-accelerated GTP hydrolysis; 0.039% of 390,000 active; Transcreener GDP fluorescence polarization, RGS4-accelerated GTP hydrolysis; Potency, µM (series often up to 114 µM), for inactives: top-dose activity change, negative = inhibition, most hits filed as inhibitors; P49798; note: potency is the fitted concentration of half-maximal effect; % is set by controls: 0 for no effect and ±100 for the full control effect; nearly all actives have a fitted effect of over 75% in size; some results filed as inactive show a strong effect at the top dose
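MLSMR compounds (23 nl, pin-transferred) preincubated 10 min at room temperature with a 500nM (2x) first reagent, then RGS4 at 900nM (2x) plus Transcreener GDP mix added; fluorescence polarization (620/688 nm) read before and after 90 min at 30 °C.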
HP1b chromo inh: HP1-beta chromodomain-methylated histone interaction inhibition; AlphaScreen HP1-beta / biotin-H3K9me3 peptide binding; Potency, µM (doses to about 114 µM), for the others: at the highest dose activity change, negative = inhibition, actives largely listed as inhibitors; 0.56% of 390,000 active; P83916; note: potency is the fitted concentration of half-maximal effect; nearly all actives have a fitted effect of over 70% in size; inactives centre near 23
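AlphaScreen: HP1-beta (50 nM) preformed 30 min with biotin-H3(1-18)K9me3 peptide (50 nM) in PBS pH 7.4, 0.01% Tween-20. Compound added for 30 min at RT, then streptavidin donor/nickel chelate acceptor beads (10 ug/mL) for 30 min.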
GLS inhibitor: glutaminase GLS (human) inhibition; 0.21% of 410,000 active; O94925; GLS enzymatic activity, qHTS titration; Potency, µM (titrated, usually from 45.5 µM), for the others: at the highest dose activity change, negative = inhibition, usual class: inhibitors; note: potency is the fitted concentration of half-maximal effect; % is set by controls: 0 for no effect and ±100 for the full control effect
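Two-point fluorescence kinetic (t0, 30 min RT) for hKGA; glutamate detected via glutamate oxidase–HRP–Amplex Red. Substrate: 1 mM L-glutamine solution; buffer 45 mM KH2PO4, pH 8.2.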
PI4K2A block: inhibitors of human PI4K2A | Q9BTU6 | activity change, negative = inhibition, % at 76.9 µM | purified PI4K2A, ADP-Glo luminescence, 1 h; hits give low values | 0.13% of 420,000 active; in the data active = activity change below about -50%; inconclusive = mostly about -30% to -49%;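 note: -100% = wells without enzyme as full effect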
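ADP-Glo luminescence measured ADP generated by PI4K2A enzyme (4 ug/mL before mixing) with 1.2 mM PI substrate (pre-mix) and 300 microM ATP (pre-mix). Tris pH7.5 buffer with MgCl2, Triton X-100; 1 h reaction at ambient temperature.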
JMJD2A Tudor inh: blocks the human JMJD2A Tudor domain; O75164; AlphaScreen JMJD2A-Tudor / H3K4me3 peptide binding; Potency, µM (doses to about 114 µM), for inactives: top-dose activity change, negative = inhibition, hits mostly inhibitors; 4.4% of 390,000 active; note: potency is the fitted concentration of half-maximal effect; % is set by controls: 0 for no effect and ±100 for the full control effect; nearly all actives have a fitted effect of over 50% in size
12-LOX inh: blocks human arachidonate 12S-lipoxygenase. purified 12hLO, xylenol orange hydroperoxide absorbance. Potency, µM (doses to about 108 µM), for the others: top-dose activity change, negative = inhibition, hits mostly inhibitors. AID 1671190. P18054. 1.1% of 580,000 active; note: potency is the fitted concentration of half-maximal effect; % is set by controls: 0 for no effect and ±100 for the full control effect
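Purified human 12hLO at 150 nM in 25 mM Hepes, 0.01% Triton X-100, pH 7.0, preincubated 15 min at room temperature with compound. Reaction started with 40 uM arachidonic acid, 30 min at room temperature. Hydroperoxide measured by Fe-xylenol orange, 573/405 nm absorbance ratio.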
BAZ2B inh: inhibitors of human BAZ2B bromodomain; Q9UIF8; AlphaScreen BAZ2B-H3K14Ac peptide displacement; Potency, µM (doses to about 114 µM), for inactives: at the top dose activity change, negative = inhibition, usual class: inhibitors; 4.4% of 360,000 active; AID 504333; note: potency is the fitted concentration of half-maximal effect; % is set by controls: 0 for no effect and ±100 for the full control effect; nearly all actives have a fitted effect of over 60% in size
Target sequence (Q9UIF8 whole entry, looked up): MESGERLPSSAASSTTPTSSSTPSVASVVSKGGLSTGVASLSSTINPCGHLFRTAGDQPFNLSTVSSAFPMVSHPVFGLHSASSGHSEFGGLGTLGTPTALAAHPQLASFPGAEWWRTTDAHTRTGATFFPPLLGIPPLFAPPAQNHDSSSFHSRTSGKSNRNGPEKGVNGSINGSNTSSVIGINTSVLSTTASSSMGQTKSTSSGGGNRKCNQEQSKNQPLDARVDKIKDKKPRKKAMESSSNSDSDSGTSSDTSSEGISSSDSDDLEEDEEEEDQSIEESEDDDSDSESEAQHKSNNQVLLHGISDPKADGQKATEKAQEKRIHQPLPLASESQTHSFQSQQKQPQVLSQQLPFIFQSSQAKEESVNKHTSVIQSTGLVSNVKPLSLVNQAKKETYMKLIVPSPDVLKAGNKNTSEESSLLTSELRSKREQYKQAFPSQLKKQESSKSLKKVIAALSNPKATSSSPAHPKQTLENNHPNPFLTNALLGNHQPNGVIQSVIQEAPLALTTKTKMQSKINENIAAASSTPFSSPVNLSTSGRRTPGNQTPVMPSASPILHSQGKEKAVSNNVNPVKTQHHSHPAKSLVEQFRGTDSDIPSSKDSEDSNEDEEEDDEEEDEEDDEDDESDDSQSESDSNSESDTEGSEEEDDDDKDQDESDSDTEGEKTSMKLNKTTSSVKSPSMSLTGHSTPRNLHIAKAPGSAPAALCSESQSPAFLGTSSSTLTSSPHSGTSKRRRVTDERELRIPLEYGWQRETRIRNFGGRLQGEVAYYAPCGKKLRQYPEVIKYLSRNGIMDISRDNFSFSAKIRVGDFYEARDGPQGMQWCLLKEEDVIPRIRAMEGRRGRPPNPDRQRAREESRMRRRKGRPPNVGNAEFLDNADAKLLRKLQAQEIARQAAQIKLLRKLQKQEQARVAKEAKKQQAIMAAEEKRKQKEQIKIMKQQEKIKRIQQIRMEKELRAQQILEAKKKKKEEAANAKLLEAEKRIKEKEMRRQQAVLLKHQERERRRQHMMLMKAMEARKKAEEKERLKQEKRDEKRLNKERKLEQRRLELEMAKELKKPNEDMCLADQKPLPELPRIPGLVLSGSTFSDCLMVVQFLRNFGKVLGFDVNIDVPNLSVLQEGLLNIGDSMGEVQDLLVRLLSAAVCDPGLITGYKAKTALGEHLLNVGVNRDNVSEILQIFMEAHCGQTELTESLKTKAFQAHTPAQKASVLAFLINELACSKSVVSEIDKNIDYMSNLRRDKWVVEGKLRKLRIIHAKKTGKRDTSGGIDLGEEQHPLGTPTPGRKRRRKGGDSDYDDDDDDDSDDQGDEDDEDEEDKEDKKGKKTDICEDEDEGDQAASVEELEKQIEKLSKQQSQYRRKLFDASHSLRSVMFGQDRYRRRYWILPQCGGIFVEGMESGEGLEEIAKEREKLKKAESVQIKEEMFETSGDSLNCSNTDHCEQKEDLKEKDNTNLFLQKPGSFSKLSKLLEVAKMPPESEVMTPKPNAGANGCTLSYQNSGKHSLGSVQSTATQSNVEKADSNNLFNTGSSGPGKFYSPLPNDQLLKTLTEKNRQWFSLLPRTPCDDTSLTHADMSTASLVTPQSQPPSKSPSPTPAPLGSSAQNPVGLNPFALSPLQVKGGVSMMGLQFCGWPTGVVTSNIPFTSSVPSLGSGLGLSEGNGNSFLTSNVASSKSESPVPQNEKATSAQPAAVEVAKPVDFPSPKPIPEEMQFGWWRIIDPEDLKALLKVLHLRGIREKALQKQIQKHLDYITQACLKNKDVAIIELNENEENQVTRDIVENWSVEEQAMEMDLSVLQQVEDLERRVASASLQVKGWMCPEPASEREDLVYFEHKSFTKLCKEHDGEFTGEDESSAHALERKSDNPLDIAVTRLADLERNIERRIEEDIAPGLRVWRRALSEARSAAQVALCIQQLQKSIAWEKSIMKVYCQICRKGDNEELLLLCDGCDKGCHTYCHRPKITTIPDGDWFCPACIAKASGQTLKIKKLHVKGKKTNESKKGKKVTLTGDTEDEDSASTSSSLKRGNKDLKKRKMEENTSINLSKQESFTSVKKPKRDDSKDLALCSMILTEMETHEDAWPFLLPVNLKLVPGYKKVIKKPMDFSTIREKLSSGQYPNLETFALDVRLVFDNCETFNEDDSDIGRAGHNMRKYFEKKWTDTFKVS
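AlphaScreen displacement of biotin-H3(5-23)K14Ac peptide (50 nM final) from BAZ2B (50 nM final) in PBS pH 7.4, 0.01% Tween-20; complex preformed 30 min RT, then compounds (top 110 uM) 30 min RT, beads 20 min dark.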
ERG-DNA inh: ERG Ets/DNA interaction inhibition; P11308; fluorescence polarization, His-ERG Ets domain / labelled DNA; Potency, µM (top dose mostly 76.9 µM), without a hit: top-dose FP activity, negative = inhibition, actives largely listed as inhibitors; 0.028% of 370,000 active; active = well fitted inhibition curve with a large enough effect in the polarisation, with a control signal flat; inconclusive = small, poorly fitted or top-dose-only effect, or effect the other way, or a change in a side signal; inactive = no such curve, though single readings can be large or run the other way; the % refers to the polarisation;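 note: polarization taken with two DNA probes labelled with fluorescein and Texas red; potency is the fitted concentration of half-maximal effect; % of control where 0% means no effect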
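His-tagged ERG Ets domain (1 uM in the protein solution; 300mM KCl, 50mM Tris-HCl, 1mM EDTA, 1mM DTT, pH 7.5) received compound, then a probe mix of 5 nM fluorescein-DNA and 100nM Texas-615-DNA. Fluorescence polarization was read for both dyes.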
The depositor's hits bear a star; ? = inconclusive; . = no result given; & = joins results of further samples; [ ] = another dose, or the depositor's remark. Unless noted, calls come from the whole dose curve; as a rule, active = well fitted curve in the direction sought with a large enough effect; inconclusive = small, poorly fitted or top-dose-only effect, or another doubt; inactive = no such curve, though single readings can be large; an effect the other way counts as inactive or inconclusive. Not all compounds are listed; rates above refer to the full screens.

SMILES	G9a inh	RGS4 inhibitor	HP1b chromo inh	GLS inhibitor	PI4K2A block	JMJD2A Tudor inh	12-LOX inh	BAZ2B inh	ERG-DNA inh
CCOC(=O)C1CCN(C(=S)Nc2ccccc2)CC1	.	0%	24%	9%	-4	-2%	-4%	-10%	-15%
CC(C)c1ccc(CCNC(=O)CCNC(=O)c2ccc(Br)cc2)cc1	9%[12.7 µM]	19%	27%	11%	-6	-8%	0%	-3%	-6%
Cc1cc(NC(=O)CCC(=O)N(c2ccc(F)cc2)C(C(=O)NC2CCCC2)c2ccc(C)o2)no1 (configuration not stated)	1%	12%	11%	1%	-1	-26%	0%	-29%	1%
O=C(COc1ccc([N+](=O)[O-])cc1)Nc1cc(S(=O)(=O)N2CCCCC2)ccc1N1CCCCC1	1.8µM*	-17%	-16%	-1%	-10	20µM*	40µM*	-38%	1%
CC(NC(=O)c1cc(=O)[nH]c2ccccc12)c1ccccc1 (configuration not stated)	-3%	16%	47%[activator]	1%	-1	-8%	-17%&14%	-4%	30%
O=C(Nc1cccnc1)/C(N=Nc1cccnc1)=C(\O)c1ccccc1	2%	30%	-15%	7%	-6	-7%	8%	-34%	-12%
COc1ccc2c(c1)Cc1sc(NC(C)=O)nc1-2	-27%[12.7 µM]	9%	16%	5%	-26	-25%	?	-31%	7%
Cc1c(CCOC(=O)c2ccccc2)sc[n+]1CC(=O)c1ccc(Br)cc1	19%	-12%	5%	-1%	5	-14%	.	-11%	-7%
COc1ccc(CCNC(=O)Cn2c(=O)c3cccn3c3ccccc32)cc1OC	-7%[59 µM]	-27%	26%	2%	-3	-13%	0%	-21%	-2%
Cc1cc(C)c2[nH]c(C(=O)Nc3ccc(F)cc3Br)cc2c1	50µM*	-12%	3%	7%	2	-19%	?	-9%	-1%
O=C(c1ccc(S(=O)(=O)Cc2ccccc2Cl)c([N+](=O)[O-])c1)N1CCOCC1	23%	-22%	32%	-2%	5	-7%	4%	-14%	-5%
Cc1ccc(-c2nnn(CC(=O)NCC3COCCO3)n2)o1 (configuration not stated)	16%[59 µM]	?	?	18%	7	50µM*	0%	-2%	2%
CC(=O)c1c(C)[nH]c(C(=O)NNC(=O)COc2cc(C)ccc2C(C)C)c1C	.	10%	25%	9%	3	-21%	12%	.	3%
Cc1ccc(C)c(N2CCN(C(=O)c3noc4c3CCCCC4)CC2)c1	12%[59 µM]	-3%	76%[activator]	-2%	-1	13%	-18%	51%[activator][57.1 µM]	2%
O=C(Nc1cc2c(cc1C(=O)O)OCCCO2)c1ccc(C(F)(F)F)cc1	-14%	?	18%	8%	-3	-14%	-15%	-10%	-9%
COc1ccc(-n2c(SC3CCOC3=O)nc3ccccc32)cc1 (configuration not stated)	?	0%	16%	-2%	-2	-33%	0%	-33%	-1%
Cc1cc(OCC(=O)N2CCC[C@@H]2C(=O)O)c2c(C)c(C)c(=O)oc2c1	-6%	13%	28%	12%	-5	-19%	31%	-29%	-2%
Cc1cc(C)c(S(=O)(=O)NCC(=O)NCc2cc(=O)n(C)c(=O)n2C)c(C)c1	41%[59 µM]	37%[11.4 µM]	49%[activator]	3%	5	-11%	25%	-10%	-1%
O=C(COCC(=O)N1CCOCC1)N1CCOCC1	1%	13%	28%	0%	-4	-6%	25%	0%	-2%
CC(C)c1ccc(NC(=O)C2CC(=O)N=C(N)S2)cc1 (configuration not stated)	-32%[12.7 µM]	-10%	30%	2%	1	-8%	0%[57.4 µM]	-6%	-1%
CCOC(=O)NC1(NCC(C)C)Oc2ccccc2O1	0.89µM*	-19%	-14%	51%[activator]	1	?	?	0%	6%
COc1ccccc1OCc1nc2ccccc2n1Cc1ccccc1	2%[59 µM]	10%	28%	6%	0	-2%	4%	16%	0%
COc1ccc(OC)c(/C=C/c2ccnc3ccccc23)c1	.	-6%	120%[activator]	-4%	14	49%[activator]	?	.	-3%
CCOC(=O)c1[nH]c(C)c(CCC(=O)Nc2ccccc2OCC)c1C	-27%[59 µM]	11%	6%[57 µM]	-14%	-2	-28%	-7%	-1%	-17%
Cc1ccc(NC(=O)C2CCC(CNc3c(N4CCC(C)CC4)c(=O)c3=O)CC2)cc1F (configuration not stated)	.	-30%[56.9 µM]	24%	-2%	6	-23%	-24%	-3%	2%
CCOc1ccc(-c2c(C(=O)N/N=C(\C)c3cccnc3)nnn2-c2nonc2N)cc1	24%	-62%[56.9 µM]	3%	5%	-6	?	-25%	-7%[57.1 µM]	16%
COc1cccc(OC)c1C(=O)NCCSC1CCCCC1	13%	22%[11.4 µM]	-17%	45%[activator]	3	-24%	-1%	-18%	-1%
Cc1cc(C)c(S(=O)(=O)N(CC(=O)N2CCOCC2)C2CCCCC2)c(C)c1	17%[59 µM]	4%	19%	10%	0	-8%	0%	7%	-3%
COc1cccc2c1-c1c(C(=O)O)cccc1C2=O	?	10%	33%	-2%	-3	13%	-37%	-29%	-13%
CCCCC(CC)CNC(=O)C1CCC(CNS(=O)(=O)c2cccc3nsnc23)CC1 (configuration not stated)	-22%[59 µM]	-23%	29%	0%	-2	-7%	-16%	-11%	-3%

2 compounds drawn at random from those above:
SMILES	G9a inh	RGS4 inhibitor	HP1b chromo inh	GLS inhibitor	PI4K2A block	JMJD2A Tudor inh	12-LOX inh	BAZ2B inh	ERG-DNA inh
COc1ccc(OC)c(/C=C/c2ccnc3ccccc23)c1	.	-6%	120%[activator]	-4%	14	49%[activator]	?	.	-3%
CCOC(=O)c1[nH]c(C)c(CCC(=O)Nc2ccccc2OCC)c1C	-27%[59 µM]	11%	6%[57 µM]	-14%	-2	-28%	-7%	-1%	-17%

New compounds follow:
SMILES	G9a inh	RGS4 inhibitor	HP1b chromo inh	GLS inhibitor	PI4K2A block	JMJD2A Tudor inh	12-LOX inh	BAZ2B inh	ERG-DNA inh
O=C(Nc1ccc(CN2CCCCC2)cc1)c1ccc(Br)o1	?	11%	15%	12%	12	-7%	-4%	-31%	-5%
COc1ccc(C2C(C#N)=C(N)OC3=C2C(=O)CC(C)(C)C3)cc1Cn1cc([N+](=O)[O-])cn1 (configuration not stated)	16%[59 µM]	21%[11.4 µM]	44%[activator]	9%	-2	-35%	-19%	-34%	2%
CCS(=O)(=O)c1ccc(O)c(NC(=O)c2ccc(S(=O)(=O)N3CCCCCC3)cc2)c1	.	-14%	-15%	15%	-6	-26%	-4%	.	15%
O=[N+]([O-])c1ccc(OCc2cnc(Cl)s2)cc1	14%	-11%	37%	1%	-2	-9%	0%	-20%	12%
O=[N+]([O-])c1ccc(N2CCN(S(=O)(=O)c3ccccc3)CC2)c2cccnc12	8%	-31%	30%	-6%	-3	-24%[57.1 µM]	-9%	-21%	-10%
Cc1cc(C)cc(-n2cc[nH]c2=S)c1	0.79µM*	-44%	-4%	14%	-4	7.9µM*	?	-26%	-9%
O=C(c1ccccc1-c1ncc[nH]1)N1CCc2c([nH]c3ccccc23)C1c1ccccn1 (configuration not stated)	.	21%	-25%	13%	1	?	-3%	28µM*	0%
CC(=O)[C@@H]1[C@@H]2C(=O)N(c3ccccc3F)C(=O)[C@@H]2[C@H]2c3ccccc3C=NN12	50µM*	-18%	36%[activator]	134%[activator]	1	-11%	?	-2%	3%
CCCCCOc1ccc(NC2=CC(=O)CCC2)cc1	4%[0.501 µM]	5%	-4%	-14%	-15	?	0%	-16%	1%
CCOC(=O)c1[nH]c(CSc2nnc(-c3ccc(OC)cc3)o2)c(C(=O)OCC)c1C	?	13%	3%	-3%	-3	-16%	0%	-8%	4%
CCN1CCN(C(=O)Cn2ncc3c4ccccc4n(Cc4ccccc4F)c3c2=O)CC1	0%[59 µM]	-14%	23%	0%	2	-4%	-17%	-3%	-3%
O=C(Cc1cccs1)Nc1nnc(SCc2ccc(F)cc2)s1	18%	8%	36%	4%	-5	6%	-17%	12%	-4%
CCOc1ncccc1C(=O)N1CCN(Cc2ccc3c(c2)OCO3)CC1	-1%[12.7 µM]	?	-7%	6%	-7	-11%	-25%	2%	3%
CN1CCN(C(=O)c2ccc(-c3cccs3)s2)CC1	3%	-4%	34%	-5%	-4	-12%	0%	3%	-5%
CCOC(=O)c1ccccc1OC(=O)Oc1ccccc1C(=O)OCC	.	5%	66%[activator]	1%	-1	48%[activator]	12%	.	5%
Cc1ccc(C)c(Cn2nnc(C(=O)NCc3ccccc3)c2N)c1	-15%[59 µM]	-2%	1%	0%	-1	-11%	-26%	-18%	3%
O=C(NC1CCCC1)C(c1ccc(Cl)cc1)N(C(=O)c1csnn1)C1CC1 (configuration not stated)	29%	-1%	-15%	-10%	3	-1%	-13%	3%	-5%
Nc1cc(N2CCCCC2)c([N+](=O)[O-])cc1Cl	?	-2%	-20%	7%	-5	?	-9%	?	-8%
O=C(Cn1cc(C(F)(F)F)cc(Cl)c1=O)Nc1cc(Cl)cc(Cl)c1	6%	6%	30%	-1%	3	-7%	-10%	-2%	-8%
COc1cc(CNCCc2c[nH]c3ccccc23)ccc1OCc1ccccc1F	17%[0.501 µM]	-4%	?	20%	-4	40µM*	-22%	35µM*	.
CCCCOc1ccc(C(=O)CCN2CCCCC2)cc1	10µM*	?	84%[activator]	1%	20&24	-8%	-25%	-23%	-6%
COc1ccccc1N1CCN(C(=O)NC23CC4CC(CC(C4)C2)C3)CC1	79µM*	5%	24%	12%	-1	-14%	0%	-15%	2%
